Screening results from PubChem BioAssay.
Ecoli viability: bacterial growth inhibition, counter-screen for AddAB inhibitors; E. coli V3065 growth, OD600 absorbance, 18 h; inhibition, % at 11.9 µM; actives 0.27% (n = 330,000); AID 449728;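 active = inhibition above the campaign's mean inhibition across all tested compounds plus 3 SD, cut at about 9.9% in these data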;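 also: uninfected addAB+ strain grown without phage in ampicillin broth; 0% = DMSO wells and 100% = ciprofloxacin 0.95 µg/ml wells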
Wnt bcat act: activators of Wnt/beta-catenin signaling. Wnt/beta-catenin reporter cell assay, activator, plate reader. activation, % at 9.35 µM. actives 1.2% (n = 300,000). AID 743398; in the data active = activation above about 30%, passing the limit was not always enough; inconclusive = no clear call, values can overlap the other calls;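 also: 0% = neutral control wells and 100% = positive control wells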
DAGLB inh: blocks human DAGLB lipase activity; Q8NCG7; inhibition, % at 5.17 µM; HEK293T DAGLB membrane lysate, EnzChek fluorogenic substrate; actives 0.059% (n = 340,000); in the data active = inhibition above about 34%;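 also: 0% = enzyme with vehicle and 100% = wells lacking enzyme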
Target sequence (Q8NCG7 whole entry, looked up): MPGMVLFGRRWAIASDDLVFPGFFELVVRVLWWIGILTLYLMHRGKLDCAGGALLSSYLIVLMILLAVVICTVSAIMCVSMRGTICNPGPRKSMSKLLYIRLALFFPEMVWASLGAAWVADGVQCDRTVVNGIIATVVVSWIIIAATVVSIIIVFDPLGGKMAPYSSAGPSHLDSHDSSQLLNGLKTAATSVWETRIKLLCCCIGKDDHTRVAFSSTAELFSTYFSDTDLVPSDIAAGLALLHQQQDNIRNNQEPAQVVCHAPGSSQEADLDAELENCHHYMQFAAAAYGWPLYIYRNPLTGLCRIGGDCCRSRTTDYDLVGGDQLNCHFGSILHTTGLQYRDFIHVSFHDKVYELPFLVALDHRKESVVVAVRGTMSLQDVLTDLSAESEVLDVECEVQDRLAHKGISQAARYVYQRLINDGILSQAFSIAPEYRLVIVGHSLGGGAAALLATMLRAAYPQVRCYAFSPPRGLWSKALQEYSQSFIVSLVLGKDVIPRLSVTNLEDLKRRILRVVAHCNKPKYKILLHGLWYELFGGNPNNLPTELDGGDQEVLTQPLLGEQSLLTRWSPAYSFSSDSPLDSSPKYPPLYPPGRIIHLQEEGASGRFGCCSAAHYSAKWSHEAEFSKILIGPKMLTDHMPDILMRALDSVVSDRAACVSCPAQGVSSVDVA
AddAB inh: less growth of phage-infected E. coli with AddAB; E. coli expressing H. pylori AddAB, absorbance growth; inhibition, % at 11.9 µM; actives 0.29% (n = 330,000); AID 435030; in the data active = inhibition above about 12%;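 also: 0% = vehicle wells of infected cells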
CAL PDZ inh: inhibitors of human CAL PDZ peptide binding; purified CAL PDZ, TMR-peptide fluorescence polarization, 1 h; inhibition, % at 20 µM; actives 0.02% (n = 330,000); AID 504414;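 active = highest replicate inhibition of at least 40%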;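 also: plate controls were DMSO neutral control wells for no effect and unlabeled competitor peptide control wells for full effect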
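material = purified tagged CAL PDZ domain construct (CerCALP) | buffer or medium = sodium phosphate/NaCl buffer pH 7.4 with TCEP, IgG, Thesit | reagent = TMR-labelled reporter peptide T*-PRC34 bound in PDZ groove | incubation = 1 h room-temperature incubation prior to read | measured by = fluorescence polarization (mP) | evaluation = percent inhibition from loss of millipolarization | control set = unlabelled peptide and DMSO controls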
PvdQ acylase: blocks Pseudomonas aeruginosa PvdQ acylase activity; inhibition, % at 10 µM; purified PvdQ acylase, fluorescence plate reader; actives 0.063% (n = 340,000); in the data active = inhibition above about 30%, passing the limit was not always enough; inconclusive = no clear call, values can overlap the other calls;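 also: 0% = vehicle neutral wells and 100% = reference inhibitor wells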
Rtt109 HAT inh: blocks Candida albicans Rtt109/Vps75 acetyltransferase activity | AID 540336 | inhibition, % at 34.9 µM | purified Rtt109/Vps75, ThioGlo CoA-SH fluorescence, 4 h | actives 0.16% (n = 330,000) | Q5AAJ8;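 active = inhibition of at least 50% in every replicate; inconclusive = best replicate reaches 50% inhibition but some replicates fall short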
PfHsp90 yeast 2: inhibits growth of yeast expressing Plasmodium falciparum Hsp90. S. cerevisiae expressing PfHsp90, BacTiter-Glo ATP, 48 h; yeast lacking PDR1 and PDR3 efflux regulators. inhibition, % at 9.4 µM. actives 0.32% (n = 310,000). AID 504621;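 active = every replicate shows inhibition above about 80%, whatever the replicate mean, limit read from the data; inconclusive = mean inhibition reaches the set limit but some replicate falls short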;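 also: 0% = DMSO neutral controls and 100% = 20 µM radicicol positive controls; yeast relying on Plasmodium falciparum Hsp90 in place of its own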
Tat transport: inhibitors of E. coli Tat protein transport; E. coli MC4100 TorA-mCherry Tat export, fluorescence; actives 0.036% (n = 340,000); AID 488895; inhibition, % at 10 µM;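 active = mean replicate inhibition at least 50% and at least half of replicates individually reaching 50%; inconclusive = only one of the two criteria met; inactive = neither criterion met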;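 also: exported cargo escapes ClpAP degradation while cytoplasmic cargo is degraded and loses fluorescence; 0% = median of neutral control wells and 100% = median of NaSCN control wells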
phage Ecoli inh: E. coli growth loss with phage present; growth absorbance; inhibition, % at 11.9 µM; actives 0.26% (n = 360,000); AID 651602; in the data active = inhibition above about 11%
The depositor's hits bear a star; u = inconclusive; x = no result given.

#	structure	AddAB inh	phage Ecoli inh	DAGLB inh	Wnt bcat act	PfHsp90 yeast 2	CAL PDZ inh	Tat transport	PvdQ acylase	Rtt109 HAT inh	Ecoli viability
1	O=c1cc(-c2ccc(O)c(O)c2)oc2c(C3O[C@H](CO)[C@@H](O)[C@H](O)[C@H]3O)c(O)cc(O)c12 (stereo partly specified)	3.1	-1.1	-1	-5	-2	0.6	-10	-6	9	-1.3
2	C[C@H](NC(=O)c1nc[nH]c1C(=O)N[C@@H](CCCCNC(=O)OC(C)(C)C)C(=O)OC(C)(C)C)C(=O)OC(C)(C)C	3.9	1.1	-4	-4	2	0.1	25	-8	11	-1.0
3	O=C1CCCc2ccccc2N1Cc1cccc(F)c1	5.8	2.2	2	-2	-3	-2.9	-1	4	-5	1.5
4	NC(=O)C1CCN(C(=O)c2ccc(-c3ccccc3Cl)o2)CC1	-0.4	1.7	0	u	12	-1.2	5	-13	-6	-1.9
5	COc1ccc(C2C=C(C)Nc3ncnn32)cc1 (stereo unspecified)	0.5	0.9	2	3	33	0.0	-6	-14	-2	-0.2
6	CCC(=O)N1C(Cc2ccccc2)COC1(C)C (stereo unspecified)	4.1	1.5	0	0	0	-0.9	-8	7	-5	0.2
7	O=C(COC(=O)/C=C/c1ccc(OC(F)F)cc1)Nc1cccc(S(=O)(=O)N2CCCC2)c1	-0.8	0.7	0	-1	x	-3.7	3	-14	12	0.2
8	COc1ccc(C2CC(c3ccc(OC)cc3)n3nc(N)nc3N2)cc1 (stereo unspecified)	4.2	1.5	1	-4	x	-0.3	-10	1	-1	3.1
9	CCOC(=O)c1c(-c2ccc(-c3ccccc3)cc2)csc1NC(=O)c1cccc(N2C(=O)CCC2=O)c1	0.4	4.1	0	x	-17	-0.4	10	-9	-16	-0.4
10	NC(=O)C1CCN(CC(O)COc2ccc(-c3ccccc3)cc2)CC1 (stereo unspecified)	x	2.1	0	-2	13	0.7	-4	-10	-13	x
11	CC(C)Cc1nnc(NC(=O)CSc2nc(N)cc(=O)[nH]2)s1	0.6	2.5	3	x	-24	-1.0	-2	-8	-4	0.2
12	OC(COc1ccccc1F)CN1CCC(Cc2ccccc2)CC1 (stereo unspecified)	1.0	1.7	-2	-1	-17	-0.5	8	14	8	2.0
13	CCN(CC)S(=O)(=O)c1ccc(OC)c(NC(=O)c2cc([N+](=O)[O-])ccc2Cl)c1	0.6	0.5	-1	-8	6	-2.8	3	-9	-7	-1.4
14	CC(C)(C)n1nnnc1C(c1ccccc1F)N1CCN(C2CCCC2)CC1 (stereo unspecified)	x	1.6	-5	x	13	0.0	-2	13	7	x
15	CC(C)C(NC(=O)c1ccccc1NC(=O)c1ccco1)C(=O)NNC(=O)c1ccncc1 (stereo unspecified)	-0.5	0.2	0	4	5	-2.0	-7	-3	7	0.4
16	c1csc(-c2ccnc3ncnn23)c1	1.8	2.5	-1	0	-1	-0.8	3	-13	x	-3.1
17	Nc1c(Cl)cc(-c2csc(N3CCCC3c3nc4cc(Cl)c(Cl)cc4n3CCCO)n2)cc1Cl (stereo unspecified)	3.2	2.1	4	-9	5	-0.7	5	-9	0	-2.0
18	COC(=O)Cc1[nH]c(=S)[nH]c1C(=O)OC	0.8	6.0	2	3	-56	0.2	18	-3	1	-2.0
19	CC(=O)c1cccc(NC2c3ccccc3C(=O)N2Cc2ccc3c(c2)OCO3)c1 (stereo unspecified)	1.8	3.5	1	-1	-6	-0.9	2	0	-4	0.3
20	Cc1ccc2nc(SCC(=O)c3c[nH]c4ccccc34)[nH]c2c1	2.8	7.7	-1	-1	-7	-1.2	5	12	-1	0.0
21	CCc1ccc(N2CC(C(=O)OCc3nc4ccsc4c(=O)[nH]3)CC2=O)cc1 (stereo unspecified)	2.3	-1.1	-1	-3	-1	-0.2	-6	8	3	0.2
22	CCn1c(C)[n+](Cc2ccccc2)c2ccc(Cl)cc21	1.5	1.0	-2	-3	33	-2.8	5	-8	-6	-0.1
23	O=C1OC(Nc2ccc3ncccc3c2)c2ccccc21 (stereo unspecified)	2.1	2.3	4	x	-27	-2.7	-8	-7	-6	1.4
24	CCN(CC)c1ccc(C(=O)OCc2c(C)noc2C)cc1	-1.4	3.5	-2	-1	2	-0.1	4	-13	5	-0.8
25	COC(=O)C(CCCN1C(=O)c2ccccc2C1=O)(NC(C)=O)c1nnn(C)n1 (stereo unspecified)	0.0	7.5	-1	-1	1	-1.8	0	-5	2	-2.5
26	COc1ccc(CNC(=O)/C=C/c2cc3c(cc2Br)OCO3)cc1	2.7	2.2	2	x	14	-0.1	-8	-8	-1	0.3
27	CCOC(=O)c1c(NC(=O)C2=C(C)NC(=S)NC2c2ccc(C)cc2)sc(C)c1C (stereo unspecified)	-1.5	4.4	-1	-2	-65	-0.4	8	-3	4	-1.2
28	CC(C)N(C(=O)N1CCN(c2ccnc3cc(Cl)ccc23)CC1)C(C)C	x	-1.1	-5	1	-20	-1.4	10	-11	-2	x
29	Cc1cc(NC(=O)CC#N)n(-c2ccccc2)n1	2.5	1.7	0	-1	17	19	-9	-7	-4	1.4
30	CCOC(=O)C1(Cc2ccccc2)CCCN(C(=O)c2ccc(-n3ccnc3)cc2)C1 (stereo unspecified)	0.9	0.2	-3	4	3	-1.9	4	-17	6	1.2
31	COc1ccc(-c2nsc3c(N4CCN(S(=O)(=O)c5ccccc5F)CC4)ncnc23)cc1	0.1	2.0	-5	x	8	-2.6	-1	9	x	-1.6
32	Cc1nc(-c2ccccc2)sc1C1(C)CC(c2ccc(C#N)cc2)=NO1 (stereo unspecified)	1.4	2.7	0	-1	13	-1.7	-7	-19	-19	1.2
33	O=C(NNC(=S)Nc1ccc(F)cc1F)c1ccco1	0.4	0.9	1	4	-16	1.5	3	-9	1	3.4
34	CC1CCN(C(=O)COc2ccc(S(=O)(=O)N3CCOCC3)cc2)CC1	4.9	0.8	0	1	10	-1.8	-3	-4	-1	1.1
35	CC1(C)CC(=O)c2c(oc3ccc(NS(=O)(=O)c4ccc(C(=O)O)cc4)cc23)C1	-0.8	3.0	2	0	4	-0.4	1	8	7	-0.5
36	CC(C)(C)c1cc(Br)c(O)c(N=Nc2ccc(S(=O)(=O)N3CCOCC3)cc2)c1	-1.5	1.0	27	-6	5	-3.8	-5	-2	4	-0.9
37	CC(=O)C1=C(O)C(=O)N(c2nccs2)C1c1ccc(Br)cc1 (stereo unspecified)	5.4	3.6	18	x	11	-1.0	-11	-4	-16	-1.8
38	O=S(=O)(Nc1cccc(CCc2ccccn2)c1)c1cc(Cl)ccc1Cl	1.5	3.6	0	-2	5	-0.7	-5	5	10	1.5
39	O=C(CCc1ccccc1)N=C1SC2CS(=O)(=O)CC2N1c1ccccc1 (stereo unspecified)	0.0	0.5	1	-1	0	-1.8	2	2	6	-1.2
40	CCCn1c(N)c(Sc2ccc([N+](=O)[O-])cc2)c(=O)n(CCC)c1=O	4.2	1.6	1	-2	1	-3.2	6	-4	1	-2.7
41	CC(=O)Nc1ccc(Nc2nc(C)nc3c2oc2ccccc23)cc1	-0.3	1.5	-2	-1	x	-0.8	-1	-1	-10	-1.2
42	COc1ccc(S(=O)(=O)N(CC(=O)NCC2CCCO2)C2CCCCC2)cc1OC (stereo unspecified)	2.2	-2.3	-3	0	-12	-1.3	4	-19	-8	-0.4
43	Cc1ccc(S(=O)(=O)N2[C@@H](c3ccccc3F)C(C(=O)O)=CC[C@H]2c2cccc(Cl)c2)cc1	1.8	2.5	1	0	-8	-0.6	1	6	24	-1.4
44	CN(C)C(=O)CSc1nc(-c2ccccc2)nc2c1CCCC2	4.0	3.8	1	-1	-2	-1.8	-1	-11	5	1.0
45	Cn1ccnc1SCc1ccc(Cl)cc1Cl	1.9	-0.5	3	-1	37	-5.0	-6	-7	5	1.4

Three structures out of the list, arranged by SMILES length, lowest first.
#	structure	AddAB inh	phage Ecoli inh	DAGLB inh	Wnt bcat act	PfHsp90 yeast 2	CAL PDZ inh	Tat transport	PvdQ acylase	Rtt109 HAT inh	Ecoli viability
45	Cn1ccnc1SCc1ccc(Cl)cc1Cl	1.9	-0.5	3	-1	37	-5.0	-6	-7	5	1.4
37	CC(=O)C1=C(O)C(=O)N(c2nccs2)C1c1ccc(Br)cc1 (stereo unspecified)	5.4	3.6	18	x	11	-1.0	-11	-4	-16	-1.8
31	COc1ccc(-c2nsc3c(N4CCN(S(=O)(=O)c5ccccc5F)CC4)ncnc23)cc1	0.1	2.0	-5	x	8	-2.6	-1	9	x	-1.6

Next records follow:
#	structure	AddAB inh	phage Ecoli inh	DAGLB inh	Wnt bcat act	PfHsp90 yeast 2	CAL PDZ inh	Tat transport	PvdQ acylase	Rtt109 HAT inh	Ecoli viability
46	Cc1ccc(C(=O)N2CCCC2)cc1S(=O)(=O)Nc1ccccc1	3.6	0.6	1	x	-14	-0.8	-7	-4	3	-1.3
47	CCC(C)(C)NC(=O)C(c1ccc(F)cc1)N(Cc1ccc(OC)cc1)C(=O)c1cnccn1 (stereo unspecified)	2.5	1.9	x	8	3	-0.7	3	-6	2	-0.7
48	CC1CCc2cccc3c(O)cc(=O)n1c23 (stereo unspecified)	0.7	1.3	1	-1	-6	-1.6	-3	7	1	-2.5
49	CCOC(=O)c1sc(/N=C/c2c(O)ccc3ccccc23)cc1C	3.4	2.1	2	11	-3	0.2	3	9	-5	3.5
50	CN(C(=O)c1ccccc1C(=O)OCC(=O)c1ccc(Br)cc1)c1ccccc1	0.5	1.9	-4	-5	3	-3.2	1	10	-1	0.7
51	Clc1cc(Br)ccc1OCCOCCN1CCCC1	0.7	2.3	0	-3	31	0.8	-11	1	30	-0.8
52	CC(=O)n1c2ccccc2c2nc3ccccc3nc21	3.0	x	-1	x	22	-15	-1	-5	1	1.8

As entered above:
entry 50 – Tat transport: 1
entry 48 – Rtt109 HAT inh: 1
entry 52 – Ecoli viability: 1.8
